rTrxR1 inhibitor = rat TrxR1 inhibition. O89049. recombinant rTrxR1, NADPH fluorescence consumption, selenite substrate. Potency, µM (series often up to 114 µM), without a hit: top-dose activity change, negative = inhibition, actives largely listed as inhibitors. 390,000 tested, 1% active. AID 588453; also: nearly all actives have a fitted effect of over 65% in size
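Rat TrxR1 (90 nM in the dispensed reagent) was pre-reduced with 400 uM NADPH for 5 min at room temperature, then incubated with compound for 15 min. After 400 uM selenite was added, NADPH fluorescence (Ex 340/Em 450 nm) was followed for 8 min.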
RGS4 inhibitor = human RGS4 inhibition; P49798; Transcreener GDP fluorescence polarization, RGS4-accelerated GTP hydrolysis; Potency, µM (highest dose often 114 µM), without a hit: at the top dose activity change, negative = inhibition, usual class: inhibitors; 390,000 tested, 0.039% active; also: nearly all actives have a fitted effect of over 75% in size; some results filed as inactive show a strong effect at the top dose
Target sequence (P49798 whole entry, looked up): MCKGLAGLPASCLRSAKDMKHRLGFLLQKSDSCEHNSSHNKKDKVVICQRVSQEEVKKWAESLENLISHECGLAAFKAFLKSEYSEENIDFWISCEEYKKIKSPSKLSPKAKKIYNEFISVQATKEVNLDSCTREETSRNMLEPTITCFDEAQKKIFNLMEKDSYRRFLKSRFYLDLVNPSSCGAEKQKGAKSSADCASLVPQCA
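MLSMR compounds (23 nl, pin-transferred) preincubated 10 min at room temperature with a 500nM (2x) first reagent, then RGS4 at 900nM (2x) plus Transcreener GDP mix added; fluorescence polarization (620/688 nm) read before and after 90 min at 30 °C.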
Pin1 inhibitor = inhibitors of human Pin1; Q13526; Pin1 FP peptide displacement, HiFluor488, 10 min; Potency, µM (series often up to 115 µM), inactives show at the top dose activity, negative = inhibition, usual class: inhibitors; 390,000 tested, 0.009% active; AID 504891; active = well fitted inhibition curve with a large enough effect in the polarisation, with a control signal flat, not every such curve was filed as active; inconclusive = small, poorly fitted or top-dose-only effect, or effect the other way, or a change in a side signal; inactive = no such curve, though single readings can be large or run the other way; the % refers to the polarisation
Target sequence (Q13526 whole entry, looked up): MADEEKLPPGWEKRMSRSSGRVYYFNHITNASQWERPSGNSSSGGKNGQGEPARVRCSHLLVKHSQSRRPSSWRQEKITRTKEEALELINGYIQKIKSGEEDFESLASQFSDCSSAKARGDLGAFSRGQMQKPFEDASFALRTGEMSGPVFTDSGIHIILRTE
12-LOX inh = inhibitors of human 12S-lipoxygenase ALOX12 | P18054 | purified 12hLO, xylenol orange hydroperoxide absorbance | Potency, µM (series often up to 108 µM), for the others: at the top dose activity change, negative = inhibition, actives largely listed as inhibitors | 580,000 tested, 1.1% active | AID 1671190
Target sequence (P18054 whole entry, looked up): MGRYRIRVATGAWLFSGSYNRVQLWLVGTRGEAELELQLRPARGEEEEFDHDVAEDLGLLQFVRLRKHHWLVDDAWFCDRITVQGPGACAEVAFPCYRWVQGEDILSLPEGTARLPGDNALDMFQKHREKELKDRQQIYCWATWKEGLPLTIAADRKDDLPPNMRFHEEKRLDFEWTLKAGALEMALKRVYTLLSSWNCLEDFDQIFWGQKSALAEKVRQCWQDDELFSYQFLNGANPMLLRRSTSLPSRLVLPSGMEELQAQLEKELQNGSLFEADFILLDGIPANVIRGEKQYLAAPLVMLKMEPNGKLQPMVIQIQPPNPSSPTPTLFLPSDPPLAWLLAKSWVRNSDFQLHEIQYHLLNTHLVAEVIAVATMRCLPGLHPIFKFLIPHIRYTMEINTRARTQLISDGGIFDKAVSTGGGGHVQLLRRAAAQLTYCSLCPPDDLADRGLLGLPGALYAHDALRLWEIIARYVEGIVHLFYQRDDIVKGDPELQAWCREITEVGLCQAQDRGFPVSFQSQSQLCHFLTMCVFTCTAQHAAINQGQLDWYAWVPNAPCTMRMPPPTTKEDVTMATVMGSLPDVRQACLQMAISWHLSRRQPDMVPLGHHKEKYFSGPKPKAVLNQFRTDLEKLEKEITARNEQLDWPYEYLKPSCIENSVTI
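Hydroperoxide product was detected by ferrous iron/xylenol orange as the 573 to 405 nm absorbance ratio. Arachidonic acid at 40 uM (final) was turned over for 30 min at room temperature by 150 nM human 12hLO, pH 7.0 Hepes buffer, after 15 min compound preincubation.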
GLS inhibitor = blocks human kidney-isoform glutaminase activity; 410,000 tested, 0.21% active; GLS enzymatic activity, qHTS titration; O94925; Potency, µM (top dose mostly 45.5 µM), without a hit: top-dose activity change, negative = inhibition, most hits filed as inhibitors
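Read-out is an Amplex red fluorescence increase coupled through glutamate oxidase and HRP, measured before and after 30 min room-temperature incubation. hKGA is in 45 mM KH2PO4 (pH 8.2) with 0.02% Tween-20; glutamine added as 1mM solution.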
JMJD2A Tudor inh = inhibitors of human JMJD2A Tudor domain; 390,000 tested, 4.4% active; AID 504339; O75164; Potency, µM (titrated, usually from 114 µM), for inactives: at the highest dose activity change, negative = inhibition, usual class: inhibitors; AlphaScreen JMJD2A-Tudor / H3K4me3 peptide binding; also: nearly all actives have a fitted effect of over 50% in size
PGK inhibitor = blocks T. brucei phosphoglycerate kinase | AID 602233 | Potency, µM (highest dose often 57.5 µM), for the others: top-dose activity change, negative = inhibition, most hits filed as inhibitors | 380,000 tested, 0.043% active | P07378 | PGK/GAPDH coupled, Kinase-Glo luminescence, 60 min; also: nearly all actives have a fitted effect of over 60% in size
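Recombinant glycosomal PGK reaction used 1,3-bisphosphoglycerate generated in-well by GAPDH (100nM final) in 100mM TEA pH 7.6, 5mM MgCl2, 0.01% Tween-20. After 60 minutes at room temperature, ATP was read by Kinase-Glo Plus luminescence end-point.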
* hit, by the source's call; ? = inconclusive; nt = no result given; [ ] = another dose, or the depositor's remark. Unless noted, calls follow the shape of the dose curve; as a rule, active = well fitted curve in the direction sought with a large enough effect; inconclusive = small, poorly fitted or top-dose-only effect, or another doubt; inactive = no such curve, though single readings can be large; an effect the other way counts as inactive or inconclusive. % is scaled to controls: 0 for no effect and ±100 for the full control effect; potency is read from the fitted curve at half-maximal effect. This is a subset, so the mix of outcomes need not match the whole.

SMILES | rTrxR1 inhibitor | RGS4 inhibitor | Pin1 inhibitor | 12-LOX inh | GLS inhibitor | JMJD2A Tudor inh | PGK inhibitor
CC(Cc1ccccc1)NCc1ccccc1Cl (stereo not drawn) | nt | nt | nt | nt | 4% | nt | nt
CC([C@H](O)c1ccccc1)N(C)C (stereo partly drawn) | nt | nt | nt | nt | 13% | nt | nt
CCN[C@]1(c2cccs2)CCCCC1=O | nt | nt | nt | nt | -10%[20 µM] | nt | nt
CCC1(c2ccccc2)C(=O)NC(=O)N(C(=O)c2ccccc2)C1=O (stereo not drawn) | nt | nt | nt | nt | 23% | nt | nt
CCN(CC)C(=O)N[C@@H]1C=C2c3cccc4[nH]cc(c34)C[C@H]2N(C)C1 | nt | nt | nt | nt | 6% | nt | nt
CCc1nn2c(=O)c(C)c(N3CCNCC3)nc2s1 | nt | nt | 1% | nt | nt | -3% | nt
Cc1c(P(=S)(c2ccccc2)c2ccccc2)[n+]2ccccc2n1CCCc1ccccc1 | nt | nt | ? | nt | nt | -17% | nt
O=[N+]([O-])/C=C/c1ccc2c(c1)OCO2 | 10µM* | 1.5µM* | nt | nt | nt | nt | nt
C=CCN1C[C@@H](C)N([C@H](c2ccc(C(=O)N(CC)CC)cc2)c2cccc(OC)c2)C[C@@H]1C | 9%[57.1 µM] | ? | nt | nt | nt | nt | nt
C[C@@H]1O[C@@H](O[C@H]2C[C@@H](O)[C@]3(CO)[C@@H]4C(CC[C@]3(O)C2)[C@@]2(O)CC[C@H]([C@@H]3COC(=O)C3)[C@@]2(C)C[C@H]4O)[C@H](O)[C@H](O)[C@H]1O (stereo partly drawn) | -9%[57.1 µM] | -2%[56.9 µM] | nt | nt | nt | nt | nt
COc1cc(OC)c(/C=C2/C(=O)Nc3ccccc32)c(OC)c1 | ? | ? | nt | nt | nt | nt | nt
NC(CCCCCP(=O)(O)O)C(=O)O (stereo not drawn) | 19%[57.1 µM] | -6%[56.9 µM] | nt | nt | nt | nt | nt
CCOC(=O)c1ncn2c1[C@@H]1CCCN1C(=O)c1cc(OC)ccc1-2 | -2%[57.1 µM] | -1%[56.9 µM] | nt | nt | nt | nt | nt
CCCN1CCCC2Cc3nc(N)ncc3CC21 (stereo not drawn) | nt | 380%[activator][56.9 µM] | nt | nt | 15% | nt | nt
O=C1CC2OCC=C3CN4CC[C@]56c7ccccc7N1C5C2[C@H]3C[C@H]46 (stereo partly drawn) | nt | 160%[activator][56.9 µM] | nt | nt | -5% | nt | nt
C[C@]12CC[C@@H](O)C[C@@H]1CC[C@@H]1[C@@H]2CC[C@]2(C)C(=O)[C@H](O)C[C@@H]12 | nt | nt | nt | nt | 0% | nt | 7%
C[C@@H]1O[C@@H](O[C@@H]2C=C3CC[C@@H]4[C@H](CC[C@]5(C)[C@@H](c6ccc(=O)oc6)CC[C@]45O)[C@@]3(C)CC2)[C@H](O)[C@H](O)[C@H]1O | nt | nt | nt | 14% | nt | nt | nt
COc1cc(OC(F)(F)F)ccc1C(=O)N1CCC(C(=O)O)(c2ccccc2)CC1 | nt | nt | nt | 0%[6.33 µM] | nt | nt | nt
C#C[C@H]1CN2CC[C@H]1C[C@@H]2CNC(=O)CCCC(=O)O | nt | nt | nt | 6%[176 µM] | nt | nt | nt
O=C(NC[C@H]1C[C@@H]2CCN1C[C@@H]2CN1CCN(c2ccc(F)cc2)CC1)c1ccco1 | nt | nt | nt | 24%[176 µM] | nt | nt | nt
CCOc1ccc(CNCCc2c[nH]c3ccccc23)cc1 | nt | nt | nt | ? | nt | nt | nt
COc1cccc([C@@H]2CCN(Cc3cccc4nsnc34)C[C@H]2O)c1 | nt | nt | nt | 6% | nt | nt | nt
Cc1nc(-c2cccs2)cc([C@H]2CN3CC[C@H]2C[C@@H]3CNS(C)(=O)=O)n1 | nt | nt | nt | 62%[activator][176 µM] | nt | nt | nt
CN1Cc2ccccc2-n2ccnc2C12CCN(C(=O)c1ccc(Br)o1)CC2 | nt | nt | nt | 4% | nt | nt | nt
CN1CCN(C(=O)Cc2c[nH]c3ncc(-c4ccc5c(c4)OCO5)cc23)CC1 | nt | nt | nt | 5%[176 µM] | nt | nt | nt
O=C1NCc2ccccc2CC12CCCCN2Cc1ccncc1 (stereo not drawn) | nt | nt | nt | 2%[6.33 µM] | nt | nt | nt
COC(C/C=C/C=C/CC/C=C\CC(C)/C=C\C(=C/C(=O)O)CC(=O)O)/C(C)=C\C=C(/C)C(=O)O (stereo not drawn) | nt | nt | nt | 5%[12.5 µM] | nt | nt | nt
COC[C@H]1C[C@@H](NCc2cn(C)c3ccccc23)[C@H](O)[C@@H]1O | nt | nt | nt | -8%[176 µM] | nt | nt | nt
CCn1cc(S(=O)(=O)N2[C@H]3CC[C@@H]2c2cnc(C)nc2C3)cn1 | nt | nt | nt | 21% | nt | nt | nt
Cc1nc(-c2cccs2)cc([C@H]2CN3CC[C@H]2C[C@@H]3CNC(=O)C2CCC2)n1 | nt | nt | nt | 34%[activator][176 µM] | nt | nt | nt
O=C(CN1CCN(Cc2ccccc2)CC1)Nc1ccc(Cl)cc1C(=O)c1ccccc1 | nt | nt | nt | ? | nt | nt | nt
Cc1cc(N2CCNC[C@@H]2C)ccc1N1CCN[C@H](C)C1 | nt | nt | nt | ? | nt | nt | nt
O=C(Cc1cccc(F)c1)N1CCN2CCS(=O)(=O)N(C3CC3)C(=O)C2C1 (stereo not drawn) | nt | nt | nt | 36%[activator] | nt | nt | nt
c1ccc(C2CN3CCCC3CN2)cc1 (stereo not drawn) | nt | nt | nt | 49%[activator][176 µM] | nt | nt | nt
c1ccc(CN2CCCC3(CC(c4ccccn4)=NO3)C2)cc1 (stereo not drawn) | nt | nt | nt | 2%[6.33 µM] | nt | nt | nt
COc1cc2c(cc1OCc1ccncc1)NC(=O)C21CCN(C(=O)c2cccnc2)CC1 | nt | nt | nt | 60%[activator] | nt | nt | nt
COc1cccc(C2SCC(=O)Nc3c2c(C)nn3C)c1OCc1ccccc1C (stereo not drawn) | nt | nt | nt | ? | nt | nt | nt
O=C(NCc1ccccc1)[C@H]1CN2CC[C@H]1C[C@@H]2Cn1cc(CO)nn1 | nt | nt | nt | 6%[176 µM] | nt | nt | nt
O=[N+]([O-])c1cccc2cccnc12 | nt | nt | nt | 8% | nt | nt | nt
CN1CCNc2cc(Nc3ccc(F)cc3)ncc2C1 | nt | nt | nt | 3%[176 µM] | nt | nt | nt
Cc1ncc2c(n1)C[C@@H]1CC[C@H]2N1C(=O)NCc1ccccc1 | nt | nt | nt | 33%[activator] | nt | nt | nt
COc1cccc([C@H]2CN(C(=O)c3cnc(C)cn3)[C@@H]3C4CCN(CC4)[C@H]23)c1 | nt | nt | nt | 18% | nt | nt | nt
NC(Cc1ccc(Cl)cc1)c1ccccc1 (stereo not drawn) | nt | nt | nt | -49% | nt | nt | nt
Cc1cc(C(F)(F)F)nn1CC(=O)N1[C@H]2CC[C@@H]1c1cnc(-c3ccc(F)cc3)nc1C2 | nt | nt | nt | ? | nt | nt | nt
CCn1cc(CN2CCN(C(=O)Cc3c(C)noc3C)CC2)ccc1=O | nt | nt | nt | 25% | nt | nt | nt
C[N+](C)(C)CC1CC1 | nt | nt | nt | ? | nt | nt | nt
O=C1CSC(c2ccccc2Cl)c2cc(Cl)ccc2N1 (stereo not drawn) | nt | nt | nt | -5%[176 µM] | nt | nt | nt
CCCNC(=O)OC[C@H]1C[C@@H]2CCN1C[C@@H]2c1cc(-c2ccccc2OC)nc(C)n1 | nt | nt | nt | 18%[176 µM] | nt | nt | nt
O=C1Nc2ccccc2CC12CCCN(Cc1cccnc1)C2 (stereo not drawn) | nt | nt | nt | 6%[6.33 µM] | nt | nt | nt
CC(C)CN1Cc2ccccc2-n2ccnc2C12CCN(C(=O)c1ccoc1)CC2 | nt | nt | nt | -7% | nt | nt | nt
O=[S+]1([O-])NC2(CCN(CC3CCOCC3)C2)COc2ccncc21 (stereo not drawn) | nt | nt | nt | 3%[6.33 µM] | nt | nt | nt
O=C(Cc1ccccc1Cl)N1CCN(C2CCN(CCc3ccccc3)C2=O)CC1 (stereo not drawn) | nt | nt | nt | 70%[activator] | nt | nt | nt
O=C(NCCc1cnc2ccccn12)C1CC2(CCNCC2)CN1 (stereo not drawn) | nt | nt | nt | 7% | nt | nt | nt
O=C(NCCN1CCC2(CC1)C(=O)NCN2c1ccccc1)c1ccccc1C(F)(F)F | nt | nt | nt | -6% | nt | nt | nt
C=CCNC(=O)NC[C@H]1C[C@@H]2CCN1C[C@@H]2c1cc(-c2ccco2)nc(C)n1 | nt | nt | nt | ? | nt | nt | nt
COC(=O)[C@@H]1[C@@H](CO)[C@@H]2Cn3c(ccc(Br)c3=O)[C@H]1N2S(=O)(=O)c1ccccc1F | nt | nt | nt | -14% | nt | nt | nt
CC[C@H]1CN2CC[C@H]1C[C@@H]2CNS(=O)(=O)c1ccc(OC)cc1 | nt | nt | nt | 28%[176 µM] | nt | nt | nt
Cc1nc(-c2ccco2)cc([C@H]2CN3CC[C@H]2C[C@@H]3CNCc2ccccc2)n1 | nt | nt | nt | 67%[activator][176 µM] | nt | nt | nt
CCC(CC)C(=O)N1CCC2(CC1)NCc1ccccc1-n1ccnc12 | nt | nt | nt | 36%[activator] | nt | nt | nt
COCCNC(=O)[C@H]1CN2CCC1C[C@@H]2Cn1cc(COC)nn1 (stereo partly drawn) | nt | nt | nt | 13%[176 µM] | nt | nt | nt

Part of the list above, reformatted:
SMILES	rTrxR1 inhibitor	RGS4 inhibitor	Pin1 inhibitor	12-LOX inh	GLS inhibitor	JMJD2A Tudor inh	PGK inhibitor
O=C(NCCc1cnc2ccccn12)C1CC2(CCNCC2)CN1 (stereo not drawn)	nt	nt	nt	7%	nt	nt	nt
COCCNC(=O)[C@H]1CN2CCC1C[C@@H]2Cn1cc(COC)nn1 (stereo partly drawn)	nt	nt	nt	13%[176 µM]	nt	nt	nt
C=CCNC(=O)NC[C@H]1C[C@@H]2CCN1C[C@@H]2c1cc(-c2ccco2)nc(C)n1	nt	nt	nt	?	nt	nt	nt

(cont.)
SMILES | rTrxR1 inhibitor | RGS4 inhibitor | Pin1 inhibitor | 12-LOX inh | GLS inhibitor | JMJD2A Tudor inh | PGK inhibitor
CNC(=O)NC(=O)COC(=O)c1cn(C)c2ccccc12 | nt | nt | nt | -7% | nt | nt | nt
O[C@H]1[C@H](NCc2ccncc2)[C@H]2CO[C@H](O2)[C@@H]1N1CCOCC1 | nt | nt | nt | -23%[176 µM] | nt | nt | nt
COCc1nc(C2CC(N)C2)cc(N2CCCN3CCC[C@H]3C2)n1 (stereo partly drawn) | nt | nt | nt | -17% | nt | nt | nt
CC(C)CCN1CCC2(CNS(=O)(=O)c3cccnc3O2)C1 (stereo not drawn) | nt | nt | nt | 1%[6.33 µM] | nt | nt | nt
Cc1oc2cc(OCC(=O)N3CCN(CCO)CC3)ccc2c(=O)c1Oc1ccccc1 | nt | nt | nt | -1% | nt | nt | nt
CN1CC[C@@]2(CCCN(C(=O)Oc3ccccc3)C2)C1 | nt | nt | nt | -4%[57.4 µM] | nt | nt | nt

Screening data from PubChem BioAssay.
